High-throughput results: PubChem BioAssay, several laboratories
CYP2C19 inh = inhibitors of human CYP2C19. P33261. CYP2C19 Supersomes, luciferin-H EGE luminescence, 30 min. inhibition, % at 5 µM. 21% of 96,000 active. AID 778;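 active = CYP2C19 inhibition above a set limit at 5 µM in the primary screen, cut at about 50% in these data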;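 note: plate controls were negative control wells for no effect and 2.5 mM tranylcypromine positive control for full effect; values of inactives mirror those of a sister screen read the other way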
Pyk2 oligo antag = Pyk2 (human) oligomerization antagonism; z-score (the deposit names both 25 µM and 10 µM); 0.83% of 99,000 active; AID 1347419; Q14289; Q293 cells, Pyk2 FERM NanoBiT luminescence; active compounds read low;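 active = Z-score of -3 or lower, scaled per plate to the spread of control and sample wells; inactive = z-score above -3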;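 note: negative z-score means lost luminescence so less FERM oligomerization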
CYP2C19 activ = cytochrome P450 2C19 (human) activation | recombinant CYP2C19, luciferin-H EGE luminescence; active compounds read high; 0 = fully inhibited enzyme, 1 = untreated enzyme | activation factor at 5 µM | 96,000 tested, under 10 active;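 active = activation factor of at least 2 at 5 µM in the primary screen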;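 note: 0 = wells with 2.5 mM tranylcypromine and 1 = vehicle-only wells; values of inactives mirror those of a sister screen read the other way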
CYP2C9 inhib = blocks human cytochrome P450 2C9; P11712; CYP2C9 Supersomes, luciferin-H conversion, luminescence; inhibition, % at 5 µM; 20% of 96,000 active;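 active = blocking of liver enzyme CYP2C9 beyond about 50% at 5 µM, limit read from the data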; note: values of inactives mirror those of a sister screen read the other way
Target sequence (P11712 whole entry, looked up): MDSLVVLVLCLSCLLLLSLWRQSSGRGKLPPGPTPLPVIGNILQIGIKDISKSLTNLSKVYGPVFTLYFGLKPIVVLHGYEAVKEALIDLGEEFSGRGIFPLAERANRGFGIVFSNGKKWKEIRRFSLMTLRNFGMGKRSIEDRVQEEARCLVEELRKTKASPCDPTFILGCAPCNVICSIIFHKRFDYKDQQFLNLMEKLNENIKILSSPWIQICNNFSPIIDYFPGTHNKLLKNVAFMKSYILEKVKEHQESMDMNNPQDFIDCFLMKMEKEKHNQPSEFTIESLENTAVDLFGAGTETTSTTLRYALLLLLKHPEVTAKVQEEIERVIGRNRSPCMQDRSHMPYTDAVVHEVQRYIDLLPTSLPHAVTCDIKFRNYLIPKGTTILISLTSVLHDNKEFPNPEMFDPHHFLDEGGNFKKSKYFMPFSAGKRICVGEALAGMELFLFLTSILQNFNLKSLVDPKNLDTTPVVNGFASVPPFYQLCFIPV
EphB4 antag = antagonists of human EphB4-ephrin-B2 interaction; EphB4 LBD / TNYL-RAW-Alexa532 peptide, fluorescence polarization; 0.15% of 97,000 active; inhibition, % at 7 µM;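 active = inhibition above the screen-wide mean inhibition plus 3 SD, cut at about 15% in these data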;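 note: 0% = DMSO wells and 100% = excess unlabeled TNYL-RAW peptide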
PLAP activator = activates human placental alkaline phosphatase. purified PLAP enzyme, luminescent substrate read-out; active compounds read high. P05187. activation fold at 20 µM. 1.2% of 96,000 active; in the data active = activation fold above about 2
Target sequence (P05187 whole entry, looked up): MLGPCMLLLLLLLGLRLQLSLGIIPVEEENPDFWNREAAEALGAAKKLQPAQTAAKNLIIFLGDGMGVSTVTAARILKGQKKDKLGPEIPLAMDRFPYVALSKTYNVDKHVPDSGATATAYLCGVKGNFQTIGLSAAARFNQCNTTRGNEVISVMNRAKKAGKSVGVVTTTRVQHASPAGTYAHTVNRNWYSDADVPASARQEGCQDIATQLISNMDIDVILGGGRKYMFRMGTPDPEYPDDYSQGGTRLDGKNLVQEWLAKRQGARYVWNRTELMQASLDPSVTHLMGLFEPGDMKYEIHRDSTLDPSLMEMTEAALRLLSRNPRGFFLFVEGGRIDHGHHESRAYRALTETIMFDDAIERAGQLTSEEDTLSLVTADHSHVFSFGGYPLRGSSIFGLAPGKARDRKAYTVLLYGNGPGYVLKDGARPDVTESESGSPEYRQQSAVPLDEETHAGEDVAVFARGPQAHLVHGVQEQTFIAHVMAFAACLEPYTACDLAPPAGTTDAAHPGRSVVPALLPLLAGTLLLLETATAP
PostGolgi yeast = growth inhibition of a yeast mutant, post-Golgi transport screen; inhibition, % at 10 µM; post-Golgi transport phenotypic cell assay; 0.9% of 98,000 active; in the data active = inhibition above about 30%;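 note: yeast cells grown in 1536-well plates; yeast grown about 18 h at 30C before absorbance read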
CYP2C9 activ = activators of human CYP2C9; AID 1024; P11712; recombinant CYP2C9, luciferin-H conversion, luminescence; active compounds read high; factor 1 = untreated enzyme, 0 = blocked; 1.4% of 96,000 active; activation factor at 5 µM;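 active = activation factor of 2 or more for CYP2C9 at a 5 µM dose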;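 note: 0 = sulfaphenazole-blocked wells and 1 = vehicle-only wells; values of inactives mirror those of a sister screen read the other way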
Ecoli WT expand = E. coli BW25113 growth inhibition, expanded screen; OD600 absorbance; growth inhibition, % at 100 µM; 0.15% of 98,000 active;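 active = growth inhibition above about 50% at one test dose, limit read from the data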;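 note: growth measured after 20 h incubation at 37 °C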
* = called active by the depositor; . = not tested or not shown.

SMILES	CYP2C19 inh	Pyk2 oligo antag	CYP2C19 activ	CYP2C9 inhib	EphB4 antag	PLAP activator	PostGolgi yeast	CYP2C9 activ	Ecoli WT expand
CCn1nc(C(=O)NCCc2ccc(S(N)(=O)=O)cc2)c2ccccc2c1=O	-14	0.72	1.1	4	.	0.9	0	1	-6
Nc1cc(N)nc(SCC(=O)c2ccccc2)n1	1	-0.2	1	-3	-3	1	3	1	6
COc1cc(CNCCN2CCOCC2)ccc1OCc1cccc(Cl)c1	10	0.09	0.9	44	5	1.7	9	0.6	4
CCOc1ccc(NC(=O)CNc2ccc(C)cc2Cl)cc1	78*	1.4	0.2	33	1	0.8	-4	0.7	-3
CCOc1cc(-c2noc(N)c2C(=O)OC)cc(OCC)c1OCC	3	0.98	1	18	1	0.8	1	0.8	-2
O=C1NC(=O)/C(=C\c2ccc(Sc3ccc(Cl)cc3)o2)N1	17	0.6	0.8	20	-3	1.2	0	0.8	-18
O=C(CCN1CCN(c2ccc(Cl)cc2)CC1)Nc1ccccc1F	32	0.34	0.7	51*	-1	1.3	0	0.5	13
COc1ccc(NC(=O)c2c(Nc3ccccc3)sc(C(=O)c3ccc(F)cc3)c2N)cc1	-23	-1.9	1.2	-27	1	1	0	1.3	-19
O=C(Nc1ccc(S(=O)(=O)N2CCCCC2)cc1)c1ccccc1Cl	22	-1	0.8	33	6	0.8	-12	0.7	-13
CC(C)c1ccc(-c2nnn(Cc3nc4ccccc4s3)n2)cc1	12	-1.8	0.9	51*	-2	0.8	2	0.5	-15
CCN1CCN(CCNC(=O)c2cn(Cc3ccccc3F)nn2)CC1	.	-0.29	.	.	-5	.	5	.	-13
COc1cc(-c2nc3cnccn3c2Nc2c(C)cccc2C)ccc1O	99*	-0.2	0	53*	-5	1	-2	0.5	-3
O=C(c1cccnc1)N1CCN(c2c(Cl)cccc2[N+](=O)[O-])CC1	82*	-0.81	0.2	29	-6	1	10	0.7	5
O=C(Nc1ccccc1)c1ccc(S(=O)(=O)NCC2CCCO2)cc1 (stereo not drawn)	3	-1.2	1	11	.	0.8	-3	0.9	-12
Cc1sc2nc(SCc3nc4ccccc4[nH]3)n(Cc3ccco3)c(=O)c2c1C	17	0.76	0.8	78*	-3	1.1	-2	0.2	-3
O=C(N/N=C/c1cccc(C(F)(F)F)c1)c1cc2c(s1)-c1ccccc1CC2	13	1.9	0.9	47	0	1.2	-4	0.5	-6
Cc1ccc(C(=O)N2CCCC2)c(F)c1F	10	-0.11	0.9	6	-4	1	9	0.9	1
COc1cccc(N(CC(=O)N2CCN(C)CC2)S(=O)(=O)c2ccccc2)c1	13	0.13	0.9	9	2	1.1	14	0.9	6
O=C(O)CC1NC(=O)N(c2ccccc2)C1=O (stereo not drawn)	-17	.	1.2	-20	-2	1.1	-5	1.2	-4
O=C1C2CC=CCC2C(=O)N1c1ccc(Cc2ccncc2)cc1 (stereo not drawn)	68*	1.8	0.3	85*	-3	1	-1	0.1	-6
CCCCC(=O)NC(N1CCCCC1)C(Cl)(Cl)Cl (stereo not drawn)	59*	0.13	0.4	18	2	1	-7	0.8	2
Cc1cccc2cc(CN(CC3CCCO3)C(c3nnnn3Cc3ccco3)C(C)C)c(=O)[nH]c12 (stereo not drawn)	15	0.62	0.8	39	1	1.5	3	0.6	-7
CCN1C(=O)C(C)S/C1=N\S(=O)(=O)c1ccc(Cl)s1 (stereo not drawn)	70*	-1.1	0.3	-16	1	1	-4	1.2	5
Cc1occc1C(=O)N1N=C(C2CC2)CC1(O)C(F)(F)F (stereo not drawn)	29	0.44	0.7	12	-2	1	4	0.9	9
O=C(O)CCC(=O)N1CCc2cc(S(=O)(=O)NCc3cccs3)ccc21	2	0.34	1	-11	-3	1.2	-7	1.1	-7

13 consecutive records out of the list so far, for reference:
SMILES	CYP2C19 inh	Pyk2 oligo antag	CYP2C19 activ	CYP2C9 inhib	EphB4 antag	PLAP activator	PostGolgi yeast	CYP2C9 activ	Ecoli WT expand
CCn1nc(C(=O)NCCc2ccc(S(N)(=O)=O)cc2)c2ccccc2c1=O	-14	0.72	1.1	4	.	0.9	0	1	-6
Nc1cc(N)nc(SCC(=O)c2ccccc2)n1	1	-0.2	1	-3	-3	1	3	1	6
COc1cc(CNCCN2CCOCC2)ccc1OCc1cccc(Cl)c1	10	0.09	0.9	44	5	1.7	9	0.6	4
CCOc1ccc(NC(=O)CNc2ccc(C)cc2Cl)cc1	78*	1.4	0.2	33	1	0.8	-4	0.7	-3
CCOc1cc(-c2noc(N)c2C(=O)OC)cc(OCC)c1OCC	3	0.98	1	18	1	0.8	1	0.8	-2
O=C1NC(=O)/C(=C\c2ccc(Sc3ccc(Cl)cc3)o2)N1	17	0.6	0.8	20	-3	1.2	0	0.8	-18
O=C(CCN1CCN(c2ccc(Cl)cc2)CC1)Nc1ccccc1F	32	0.34	0.7	51*	-1	1.3	0	0.5	13
COc1ccc(NC(=O)c2c(Nc3ccccc3)sc(C(=O)c3ccc(F)cc3)c2N)cc1	-23	-1.9	1.2	-27	1	1	0	1.3	-19
O=C(Nc1ccc(S(=O)(=O)N2CCCCC2)cc1)c1ccccc1Cl	22	-1	0.8	33	6	0.8	-12	0.7	-13
CC(C)c1ccc(-c2nnn(Cc3nc4ccccc4s3)n2)cc1	12	-1.8	0.9	51*	-2	0.8	2	0.5	-15
CCN1CCN(CCNC(=O)c2cn(Cc3ccccc3F)nn2)CC1	.	-0.29	.	.	-5	.	5	.	-13
COc1cc(-c2nc3cnccn3c2Nc2c(C)cccc2C)ccc1O	99*	-0.2	0	53*	-5	1	-2	0.5	-3
O=C(c1cccnc1)N1CCN(c2c(Cl)cccc2[N+](=O)[O-])CC1	82*	-0.81	0.2	29	-6	1	10	0.7	5

The list continues:
SMILES	CYP2C19 inh	Pyk2 oligo antag	CYP2C19 activ	CYP2C9 inhib	EphB4 antag	PLAP activator	PostGolgi yeast	CYP2C9 activ	Ecoli WT expand
CC1CCCN(Cc2nc3c(c(=O)n(C)c(=O)n3C)n2CCc2ccccc2)C1 (stereo not drawn)	6	-0.54	0.9	9	12	1.4	-2	0.9	-2
COCCNS(=O)(=O)c1ccccc1	12	1.5	0.9	2	-3	0.9	-9	1	0
O=C(C[n+]1ccc(C(=O)N/N=C/c2ccc(O)cc2)cc1)c1ccccc1	10	-0.74	0.9	25	-3	0.8	-10	0.8	-4
COCCCNC(=O)Cn1ncc2ccsc2c1=O	2	.	1	5	7	0.9	-4	0.9	2
Cc1ccc(N(CC(=O)Nc2ccc(C)cc2C)S(=O)(=O)N2CCCC2)cc1	20	-0.51	0.8	80*	1	0.9	-5	0.2	-15
CCOC(=O)CSC1=C(C#N)C(c2ccc(C)cc2)C2=C(CCCC2=O)N1 (stereo not drawn)	21	-1.1	0.8	78*	-7	1	3	0.2	0
CCOC(=O)C1C(=O)CC(C)(O)C(C(=O)OCC)C1/C=C/c1ccccc1 (stereo not drawn)	14	-0.49	0.9	8	11	1.1	3	0.9	-9
Cc1ccccc1S(=O)(=O)Cc1ccc(C(=O)N2CCN(c3cccc(C)c3C)CC2)o1	49	-1.9	0.5	73*	.	1.4	0	0.3	-16
CCOC(=O)Cn1c(C(=O)OCC)cc2sccc21	35	-0.75	0.7	41	.	1.1	0	0.6	4
S=c1nc(C2CCCCC2)[nH][nH]1	-5	1.5	1.1	3	-8	1.5	-7	1	2
CCC1CCc2sc(C(=O)O)cc2C1 (stereo not drawn)	6	0.03	0.9	15	-6	1.3	8	0.8	-6
Cc1oc(C(C)(C)C)c(CN2CCCC2)c1C(=O)O	-5	-0.57	1.1	-7	7	1.1	-3	1.1	2
N#C/C(=C\c1ccc[nH]1)S(=O)(=O)c1ccccc1	47	-1.3	0.5	-446	2	1	3	5.5*	3
Cc1nc(NC(=O)CC(C)C)sc1-c1csc(Nc2ccc(Cl)cc2)n1	51*	.	0.5	38	1	1	21	0.6	-2
COc1ccc(OC(C)C(=O)N2CCC(C)CC2)cc1 (stereo not drawn)	16	0.09	0.8	0	6	0.9	20	1	6
O=C(CSCc1ccc(F)cc1)NCc1ccco1	70*	-0.08	0.3	40	0	1.3	5	0.6	2
Cc1ccc(C)c(NC(=O)c2nnn(Cc3ccccc3C)c2N)c1	37	-0.13	0.6	24	3	0.9	-4	0.8	-7
COc1ccc(C(c2nnnn2CCc2ccccc2)N2CCN(C3CCCC3)CC2)cc1 (stereo not drawn)	-18	0.74	1.2	-7	3	1.5	3	1.1	0
O=C1CC(=O)N(Cc2cccs2)C(=O)N1	0	-0.47	1	3	0	1.1	11	1	-3
Cc1cc(N2CCN(C/C=C/c3ccccc3)CC2)n2ncnc2n1	21	0.19	0.8	52*	.	1.7	7	0.5	4
O=S(=O)(NCc1ccccc1)c1cccc2nonc12	27	-0.78	0.7	-27	8	0.9	-11	1.3	-2
O=C(NC1CCCCC1)C(c1cccs1)N(C(=O)C(F)(F)F)c1ccccc1 (stereo not drawn)	20	-0.29	0.8	31	2	0.9	0	0.7	-3
O=C(CCc1ccccc1)Nc1ccc(Cl)cn1	47	1.2	0.5	-12	-7	1.1	2	1.1	2
N=c1c(C(=O)NCC2CCCO2)cc2c(=O)n3ccccc3nc2n1Cc1cccnc1 (stereo not drawn)	5	0.13	0.9	17	.	1.6	4	0.8	-7
O=C(O)C1CC(c2ccc(F)cc2)=NO1 (stereo not drawn)	-2	2.2	1	-2	2	0.8	2	1	-1

The final 2 records of the part before open the next one:
SMILES	CYP2C19 inh	Pyk2 oligo antag	CYP2C19 activ	CYP2C9 inhib	EphB4 antag	PLAP activator	PostGolgi yeast	CYP2C9 activ	Ecoli WT expand
N=c1c(C(=O)NCC2CCCO2)cc2c(=O)n3ccccc3nc2n1Cc1cccnc1 (stereo not drawn)	5	0.13	0.9	17	.	1.6	4	0.8	-7
O=C(O)C1CC(c2ccc(F)cc2)=NO1 (stereo not drawn)	-2	2.2	1	-2	2	0.8	2	1	-1
Cc1ccc(-c2nnc3c4ccccc4c(C)nn23)cc1NC(=O)CN1CCOCC1	24	.	0.8	24	4	1.6	1	0.8	-2
CC(C)(C)c1cccc(OCCCSc2ncccn2)c1	-3	0.33	1	1	-3	1	0	1	5
CCOC(=O)CSc1nc2c(c(=O)[nH]c(=O)n2C)n1CCc1ccccc1	16	-0.53	0.8	7	-9	0.9	1	0.9	-5
COc1cccc(/C=N/NC(=O)C(=O)NCc2cccnc2)c1	8	0.1	0.9	10	-9	1.1	-3	0.9	-10
Cc1noc(C)c1C(=O)Nc1ccc(F)c(F)c1	37	-0.02	0.6	10	1	1	-6	0.9	-3
Cc1ccc(S(=O)(=O)CC#CCOC(=O)c2ccc([N+](=O)[O-])cc2)cc1	24	.	0.8	34	6	1	4	0.7	14

Rows were taken by chance. Share with any hit: about 31%.
